LGR2 antag: Drosophila LGR2 receptor signaling inhibition | inhibition, % at 9.99 µM | actives 0.35% (n = 380,000) | HEK293 LGR2, CRE-luciferase, bursicon-stimulated, 4 h;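 active = drop in luminescence signal, shown as inhibition above about 50% in the replicate tests, limit read from the data, passing the limit was not always enough; inconclusive = probably only some replicates passing the limit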;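 also: agonist challenge used bursicon conditioned medium at about half maximal strength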
PGC1a acetyl inh: PGC1a acetylation modulation, inhibitor mode; inhibition, % at 15.6 µM; U2OS PGC1a acetylation, AlphaScreen anti-acetyl-lysine; with virally co-expressed GCN5 acetyltransferase; actives 0.17% (n = 350,000); AID 651687;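 active = every replicate shows inhibition of at least 40%; inconclusive = mean inhibition at least 40% but some replicate below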;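 also: 0% = neutral control wells and 100% = positive control wells; some results beyond the cut were filed as inactive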
S100A4 MyoIIA: blocks human S100A4 binding to myosin IIA peptide; P26447; S100A4/TAMRA-MyoIIA peptide fluorescence polarization; inhibition, % at 10.7 µM; actives 0.14% (n = 360,000);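 active = mean inhibition of at least 70% across replicates, with every replicate also reaching that level; inconclusive = mean inhibition reaches 70% but some replicates fall short; inactive = mean inhibition below 70%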
Target sequence (P26447 whole entry, looked up): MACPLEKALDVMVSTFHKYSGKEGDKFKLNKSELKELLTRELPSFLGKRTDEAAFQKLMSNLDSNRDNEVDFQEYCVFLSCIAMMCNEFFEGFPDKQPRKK
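Material: human S100A4 monomer with TAMRA-labelled myosin IIA peptide; buffer or medium: HEPES pH 7.2 with CaCl2, KCl, NaCl, DTT, Triton; compound dosing: one concentration per compound; schedule: 5 min incubation before reading; benchmarks: neutral control DMSO, positive control TFP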
PglD inh: PglD (C. jejuni) enzyme inhibition. AID 602405. actives 0.098% (n = 360,000). purified PglD enzyme, DTNB colorimetric CoA detection. inhibition, % at 12.5 µM; in the data active = inhibition above about 16%, passing the limit was not always enough; inconclusive = no clear call, values can overlap the other calls; also: strong numbers were not always called active
EWS-Fli inh: inhibitors of EWS/Fli oncoprotein transcriptional activity; A673 NR0B1-luciferase reporter, viability-normalised; inhibition, % at 12.6 µM; actives 0.67% (n = 350,000); AID 651661;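 active = mean inhibition of at least 50% after viability correction, with every replicate also passing that limit; inconclusive = mean reaches 50% but only one of two replicates passes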;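 also: firefly luciferase signal divided by Alamar Blue viability fluorescence both relative to DMSO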
ERAP1 inh: inhibitors of human ERAP1 aminopeptidase | Q9NZ08 | recombinant ERAP1, Leu-AMC fluorescence, 60 min | inhibition, % at 10.7 µM | actives 0.15% (n = 340,000) | AID 652197;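 active = mean replicate inhibition of at least 30%, or all replicates individually reaching that 30% level; inactive = mean below 30% and not every replicate reaching it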;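 also: 0% = neutral control wells and 100% = L-leucinethiol positive control wells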
Target sequence (Q9NZ08 whole entry, looked up): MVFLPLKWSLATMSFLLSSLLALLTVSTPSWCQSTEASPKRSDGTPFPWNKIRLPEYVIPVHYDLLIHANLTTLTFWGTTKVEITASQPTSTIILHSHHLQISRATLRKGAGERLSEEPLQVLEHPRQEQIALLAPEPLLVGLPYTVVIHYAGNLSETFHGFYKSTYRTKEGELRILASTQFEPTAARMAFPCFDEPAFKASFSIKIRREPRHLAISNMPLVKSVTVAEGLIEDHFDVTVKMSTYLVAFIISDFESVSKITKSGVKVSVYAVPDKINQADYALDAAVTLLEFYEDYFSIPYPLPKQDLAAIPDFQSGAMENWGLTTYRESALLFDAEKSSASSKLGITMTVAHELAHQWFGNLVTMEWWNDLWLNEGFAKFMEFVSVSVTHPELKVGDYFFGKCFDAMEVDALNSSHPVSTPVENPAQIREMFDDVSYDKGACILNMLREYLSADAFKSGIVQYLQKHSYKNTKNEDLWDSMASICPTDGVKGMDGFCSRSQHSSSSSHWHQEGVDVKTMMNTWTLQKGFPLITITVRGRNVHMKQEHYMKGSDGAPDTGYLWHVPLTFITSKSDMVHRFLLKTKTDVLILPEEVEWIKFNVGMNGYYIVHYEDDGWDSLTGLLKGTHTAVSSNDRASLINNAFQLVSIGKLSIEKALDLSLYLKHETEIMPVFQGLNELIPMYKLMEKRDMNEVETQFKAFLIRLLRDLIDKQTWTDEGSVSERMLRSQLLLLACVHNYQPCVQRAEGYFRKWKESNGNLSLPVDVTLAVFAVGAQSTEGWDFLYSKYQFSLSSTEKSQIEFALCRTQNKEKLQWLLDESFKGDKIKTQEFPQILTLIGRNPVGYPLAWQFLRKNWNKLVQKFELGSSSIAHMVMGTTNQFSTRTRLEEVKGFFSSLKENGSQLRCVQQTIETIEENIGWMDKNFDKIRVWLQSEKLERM
PAX8 inh HTS: lowers PAX8-driven luciferase in RMG-I cells. RMG-I TPO-luciferase reporter, SteadyGlo, 24 h. inhibition, % at 12.6 µM. actives 1.2% (n = 360,000);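 active = mean replicate inhibition at least 60% with every replicate also reaching 60%; inconclusive = only one of the two criteria is met; inactive = mean below 60% and not all replicates reaching 60%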;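 also: luciferase light reporting Pax8 driven TPO promoter activity; plate controls were median of neutral control wells for no effect and mitoxantrone controls for full effect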
FN deposit inh: fibronectin deposition inhibition; actives 0.086% (n = 350,000); AH1F fibroblasts, Alexa488-fibronectin deposition fluorescence, overnight; inhibition, % at 12.6 µM;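 active = mean inhibition across replicates of 30% or more, regardless of how many single replicates reach that level; inconclusive = mean under 30% yet at least half of replicates reach 30%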;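 also: positive control wells lacked labelled fibronectin entirely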
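Measured by – fluorescence 485/525 nm · System – AH1F fibroblast monolayer, labelled fibronectin deposition · Amount – 10000 cells per well · Buffer or medium – serum-reduced DMEM (2% serum) · Doses – single dose, pinned · Also added – fluorescent fibronectin at 24 nM final · Schedule – 1 h cell attachment, overnight exposure to compound and label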
Numbers without * were called inactive; ? = inconclusive; . = no result given; & = joins results of further samples. An unsorted share of the library. Share with any hit: about 2.1%.

SMILES	LGR2 antag	PGC1a acetyl inh	S100A4 MyoIIA	PglD inh	EWS-Fli inh	ERAP1 inh	PAX8 inh HTS	FN deposit inh
C[C@H](CO)N1C[C@H](C)[C@@H](CN(C)C(=O)CCCN(C)C)OCCCC[C@H](C)Oc2ccc(NC(=O)NC3CCCCC3)cc2C1=O	-6.8	8.5	0.7	2.0	-11.8	-2.2	0.4	.
CCCCOc1ccc(S(=O)(=O)NC(=O)C2(C)CCN2C(=O)Cc2cccs2)cc1 (stereo unspecified)	.	6.9	-1.2	-4.0	2.8	-7.2	-57.4	-9.7
Cc1ccc(OCCC(=O)NNC(=O)c2nn(C)c(=O)c3ccccc23)cc1	-17.4	0.3	-2.1	-1.5	-7.7	1.5	-11.3	4.8
O=C1SC(SC(=Nc2ccccc2)Nc2ccccc2)C(=O)N1c1ccccc1 (stereo unspecified)	-89.5	8.4	8.6	.	-78.0	-3.8	-279.3	.
Cc1noc(C)c1C(=O)N(C)C[C@@H]1OCc2ccccc2-c2ccccc2C(=O)N([C@@H](C)CO)C[C@H]1C	10.4	-2.1	-1.9	-3.4	8.0	-2.9	0.4	-2.8
CCCNC(=O)C[C@@H]1CC[C@H]2[C@@H](COC[C@H](O)CN2Cc2ccccc2F)O1	-9.1	0.4	4.3	-2.7	5.6	0.1	-3.1	-15.8
COC(=O)c1ccc(N(CC(=O)NC2CCCCC2)C(=O)CNC(=O)c2ccco2)cc1	3.4	.	-1.5	-2.9	.	-2.9	-0.2	1.5
COc1cc(C(=O)NCCNC(=O)c2ccco2)cc(OC)c1OC	-14.7	-10.2	-1.5	3.0	-15.3	4.1	1.0	-11.5
COC(=O)[C@@]12CCCCN1[C@H](c1ccc(-c3cccc(Cl)c3)cc1)[C@H]1C(=O)N(C)C(=O)[C@H]12	.	-3.6	-2.7	-3.0	-7.7	-1.4	-2.9	5.3
O=C(C[C@@H]1CC[C@H]2[C@@H](COC[C@H](O)CN2C(=O)Nc2cccc(F)c2)O1)NCc1ccccc1Cl	-4.1	3.4	2.5	2.9	.	0.0	.	4.5
O=C([O-])c1ccccc1-[n+]1c(-c2ccccc2)cc(-c2ccccc2)cc1-c1ccccc1	15.7	.	5.7	-2.0	-1.7	-3.2	85.2*	-4.4
COc1ccc(C(=O)Nc2ccc(O)c3c(=O)cc(-c4cccc(Cl)c4)oc23)cc1	-2.0	1.4	-1.9	0.2	9.0	-1.4	-0.5	2.1
O=C(NCCc1cccs1)C1CCC(=O)N(CCc2cccc(F)c2)C1 (stereo unspecified)	-1.3	-3.6	-0.3	-5.6	-4.0	-1.2	-15.7	8.9
CCCC(=O)N1CC2(C1)CN(C(=O)Nc1ccc(F)cc1)[C@@H](CO)c1c2c2ccc(OC)cc2n1C	0.6	-1.5	-4.1	.	7.0	2.1	.	.
CCN(C(=O)COC(=O)c1ccccc1Oc1ccccc1)c1c(N)n(Cc2ccccc2)c(=O)[nH]c1=O	-11.6	.	-3.6	-0.2	-1.3	0.6	14.7	-1.1
Nn1c(SCCOc2ccc(Cl)cc2)nnc1-c1cccnc1	.	8.2	2.1	.	-9.7	47.1*	-6.4	0.3
Cc1noc(C)c1NC(=O)N(C)C[C@@H]1Oc2ccc(NC(=O)C3CCCCC3)cc2CC(=O)N([C@@H](C)CO)C[C@H]1C	6.3	-6.9	48.5	-4.4	5.5	1.8	-23.2	-1.9
C/C=C/c1ccc2c(c1)O[C@@H](CN(C)C(=O)Cc1ccccn1)[C@@H](C)CN([C@H](C)CO)S2(=O)=O	5.3	-5.9	5.9	5.5	-4.9	1.9	.	-7.7
O=C(NNC(=O)c1ccccc1[N+](=O)[O-])Nc1ccc(Cl)cc1	2.1	7.1	-3.1	.	-9.3	0.0	-6.5	0.5
CCN1CCc2c(OCC(=O)N3CCCCC3)cccc2C1=O	3.2	0.9	-1.9	.	1.8	0.5	3.4	15.7
Cc1ccc(C)c(NC(=O)CN(C)C(=O)C2CCN(S(=O)(=O)c3ccc4c(c3)OCCO4)CC2)c1	-2.3	.	-3.5	.	5.9	1.9	4.3	-8.6
O=C(Cc1ccsc1)NNC(=O)c1ccccc1Cl	10.4	.	0.4	.	6.2	-2.7	2.5	-2.4
COc1ccc(C2CC(c3cccs3)=NN2C(=O)CSc2nc(=O)n3cc(C)ccc3n2)cc1 (stereo unspecified)	-11.0	-5.0	-4.8	4.9	2.9	-2.6	2.0	24.1
O=C1CCc2cc(S(=O)(=O)NCc3ccc(F)cc3)cc3c2N1CCC3	12.1	-11.8	-2.5	.	3.0	2.8	10.6	0.1
O=C1CN(C(=O)COC(=O)c2ccc(N3CCCCCC3)c([N+](=O)[O-])c2)c2ccccc2N1	-5.0	.	1.0	.	-7.4	-4.1	-9.7	-11.1
COCC#Cc1ccc([C@H]2[C@@H](CO)N3CCCCN(C(=O)CN(C)C)C[C@@H]23)cc1	-8.8	8.1	-9.1	3.9	-12.9	-0.3	2.1	.
COc1cccc(NC(=S)N2CCN(C)CC2)c1	-16.4	-3.4	-0.2	1.8	0.1	-0.8	1.4	-8.3
Cc1ccc(S(=O)(=O)CCC(=O)Nc2cccc(C)c2)cc1	1.9	-0.5	.	2.2	.	.	20.9	1.5
O=S(=O)(c1cccc(F)c1)N1CCN(C(=S)NCc2ccccc2)CC1	4.5	4.2	11.0	6.8	4.3	0.7	12.3	-1.9
O=C(/C=C/c1cccc(Br)c1)Nc1nn[nH]n1	10.2	.	-4.6	.	-53.3	6.2	1.0	-1.8
CCOCCCNS(=O)(=O)c1cc2[nH]c3c(c2cc1C)C(=O)CC(C)(C)C3	7.2	-13.4	0.3	0.0	13.7	0.0	-2.9	-0.7
CCC(=O)N1[C@H](CO)[C@@H](c2ccccc2)[C@@H]1CN(CC)C(=O)c1ccccc1	-22.3	-15.3	-2.9	-0.1	-3.3	0.4	3.1	.
Cc1nnc(SCC(=O)Nc2nsc(-c3ccccc3)n2)s1	-6.7	1.4	.	0.2	.	.	.	8.9
COc1ccc2c(-c3ccc(S(N)(=O)=O)cc3)c(-c3ccc(S(C)(=O)=O)cc3)sc2c1	2.7	.	-5.2	1.9	9.9	.	16.3	-1.3
CCOc1ncccc1C(=O)Nc1ccc(C(=O)Nc2ccc(OC)cc2)cc1	15.3	.	0.7	3.2	1.7	-0.6	-12.4	-1.7
CC(C)CCN1C(=O)c2ccc(C(=O)Nc3ccccn3)cc2C1=O	-9.0	4.8	-9.2	-2.2	.	2.2	2.0	0.3
Cc1ccc(C)c(NC(=O)CCN2CCN(CCO)CC2)c1	2.5	-11.3	-5.0	1.0	-1.2	-0.7	-6.5	7.2
CN1c2ccc(-c3cccc(C#N)c3)cc2[C@@H]2[C@@H](CCN2C(=O)CC2CC2)[C@H]1CO	-29.3	-2.5	.	10.6	-0.6	.	0.2	18.8
CCNC(=O)C[C@@H]1C=C[C@@H](NS(=O)(=O)c2ccc(C)cc2)[C@@H](CO)O1	1.4	-7.4	4.7	-0.4	-0.8	1.3	-0.7	4.6
COC(=O)c1ccc(-c2noc(CN(Cc3ccccn3)CC3CCCO3)n2)cc1 (stereo unspecified)	-3.6	.	-4.3	.	-4.1	0.8	6.0	1.1

Entries of single compounds from above. Order of values: LGR2 antag	PGC1a acetyl inh	S100A4 MyoIIA	PglD inh	EWS-Fli inh	ERAP1 inh	PAX8 inh HTS	FN deposit inh
O=C(Cc1ccsc1)NNC(=O)c1ccccc1Cl across the screens: 10.4	.	0.4	.	6.2	-2.7	2.5	-2.4
CCOc1ncccc1C(=O)Nc1ccc(C(=O)Nc2ccc(OC)cc2)cc1 across the screens: 15.3	.	0.7	3.2	1.7	-0.6	-12.4	-1.7

New compounds follow.
SMILES	LGR2 antag	PGC1a acetyl inh	S100A4 MyoIIA	PglD inh	EWS-Fli inh	ERAP1 inh	PAX8 inh HTS	FN deposit inh
CC(=O)OCC1=C(C(=O)O)N2C(=O)C(NC(=O)COc3ccc(F)cc3)C2SC1 (stereo unspecified)	8.0	-4.3	-5.5	3.3	-4.0	0.9	4.8	-3.5
COc1ncccc1C(=O)N1CCCC(N2CCN(c3cccc(Cl)c3)CC2)C1 (stereo unspecified)	11.2	-7.4	-0.5	3.0	.	-4.6	-2.0	-13.3
C/C=C/c1ccc2c(c1)[C@@H]1[C@@H](CCN1C(=O)C1CCCC1)[C@H](CO)N2	1.1	-20.1	-2.1	.	6.5	-5.0	.	-2.8
COc1ccc(CNC(=O)CSc2n[nH]c(N)n2)cc1	1.1	13.0	-1.9	-5.2	7.5	-1.4	13.7	-4.1
CO[C@@H]1CN(C)C(=O)c2ccc(NC(=O)Nc3cccc(F)c3)cc2OC[C@H](C)N(C)C[C@H]1C	2.3	.	2.0	4.5	-12.3	-0.1	10.1	-14.0
c1ccc(COc2nsnc2N2CCOCC2)cc1	-21.3	3.0	-5.0	15.4	-5.5	-1.7	-0.7	12.9
Cc1ccc2nc3c(cc(C(N)=S)c(=N)n3CCCOC(C)C)c(=O)n2c1	.	4.8	?	-1.2	29.0	33.3*	.	.
O=C(NCc1cccnc1)c1csc([C@@H]2O[C@H](CO)[C@H](O)[C@H](O)[C@H]2O)n1	9.7	2.8	-3.3	2.6	7.7	2.1	-13.9	1.5
Cc1ccc2cc(CN(Cc3ccc4c(c3)OCO4)Cc3nnnn3Cc3ccco3)c(=O)[nH]c2c1	4.3	.	-5.1	1.1	.	1.7	.	.
COc1cccc(NC(=O)Nc2ccc3c(c2)C(=O)N(C)[C@@H]2CC[C@@H](CC(=O)NCCc4ccccc4)O[C@H]2CO3)c1	-6.3	.	-6.6	-2.5	4.7	-1.0	-13.4	-8.3
Cc1cc(C)c(S(=O)(=O)c2ccccc2C)c(OCCO)n1	.	.	10.6	.	-6.0	-2.2	-17.1	1.7
COc1ccc(NC(=O)Nc2ccc3c(c2)C(=O)N([C@H](C)CO)C[C@H](C)[C@@H](CN(C)S(=O)(=O)c2ccc(C)cc2)OCCCC[C@@H](C)O3)cc1	10.6	-0.8	2.7	4.6	-1.5	-3.7	9.0	.
COc1cc(S(=O)(=O)N2CCN(c3ccccc3)CC2)ccc1F	8.2	-1.3	-5.0	.	10.0	0.1	-53.2	7.7
CC(=O)N1[C@H](CO)[C@H]2c3ccccc3N(S(=O)(=O)c3cccc(C)c3)C[C@H]21	-20.3	4.8	0.7	-3.8	2.4	1.7	6.1	.
COC(CNC(=O)C1CCN(C(=O)c2cc3oc(C)cc3n2Cc2c(F)cccc2Cl)CC1)OC	-1.8	5.3	-1.9	.	5.9	-0.4	1.3	9.6
Cc1ccc(S(=O)(=O)N2CCN(C(=O)/C=C/c3ccco3)CC2)cc1	8.1	.	-12.7	.	3.1	-0.2	-2.7	0.0
COc1cccc(S(=O)(=O)N(C)C[C@@H]2OCc3cn(nn3)CCCC(=O)N([C@@H](C)CO)C[C@H]2C)c1	5.1&-12.0	9.8&5.4&-0.3	1.6&1.8	-1.5&0.1	8.4&0.1&0.0	7.0&-1.0	2.3&-10.7&-14.2	-0.3&-1.2
O=C(COc1ccccc1)Nc1nccs1	-17.4	-10.6	3.4	1.2	-50.2	-1.8	.	.
CC(C)C(NC(=O)c1ccc(Cl)c([N+](=O)[O-])c1)C(=O)NCc1ccccn1 (stereo unspecified)	-27.2	0.7	1.2	-3.7	-2.5	-2.1	.	-3.8
C=CCC1(C(=O)N(C)Cc2ccccc2)CCN(C(=O)OC(C)(C)C)CC1	1.8	-13.6	2.0	-3.6	-1.4	1.9	17.4	4.7
Cc1ccccc1Sc1ccc(N)cn1	5.2	3.3	-5.1	-1.5	3.3	0.3	7.3	-6.9

Compound activity from PubChem BioAssay.
